# KCNK9 block = inhibitors of human KCNK9 two-pore domain potassium channel; AID 488922; B-score at 10 µM; actives 1.2% (n = 310,000); Q9NPC2; HEK293 KCNK9, FluxOR thallium flux fluorescence; stronger effect = lower value;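 active = ratio B-score over 3 SD below the library mean, with starting fluorescence within 5 SD of its mean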;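 note: negative B-score means less thallium flux so channel inhibition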
# Dyrk1A ADPGlo = inhibitors of rat Dyrk1A kinase; Q63470; ADP-Glo luminescence, NFATc1 peptide; inhibition, % at 12.5 µM; actives 0.43% (n = 310,000); AID 504441; in the data active = inhibition above about 50%;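 note: plate controls were vehicle with enzyme for no effect and no enzyme for full effect; many of its hits are not listed in these tables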
# KCNQ1 pot = potentiators or activators of human KCNQ1 potassium channel. P51787. CHO-K1 KCNQ1, thallium flux FluxOR fluorescence; stronger effect = higher value. B-score at 10 µM. actives 0.35% (n = 310,000);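 active = fluorescence ratio B-score, a plate-corrected score, at least three library SD, with initial intensity B-score within 5 SD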
#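 Test system: CHO-K1 cells stably expressing KCNQ1 / Medium: assay buffer / Also added: depolarizing K+/Tl+ stimulus, K2SO4 and Tl2SO4 each 12.5 mM in 5x stock / Incubation: 90 min dye loading and 20 min compound exposure, both at room temperature / Signal: thallium influx via FluxOR fluorescence, kinetic imaging / Evaluation: B score of baseline-normalized fluorescence ratio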
# TRPC4 act = opens the mouse TRPC4 cation channel; Q9QUQ5; HEK293 TRPC4beta/mu-opioid, Fluo4 calcium fluorescence; stronger effect = higher value; B-score at 10 µM; actives 0.49% (n = 310,000);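 active = B-score above 5 SD of library B-scores, and initial fluorescence ratio not above library mean plus 5 SD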;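 note: positive B-score marks a calcium rise read as TRPC4 activation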
# Target sequence (Q9QUQ5 whole entry, looked up): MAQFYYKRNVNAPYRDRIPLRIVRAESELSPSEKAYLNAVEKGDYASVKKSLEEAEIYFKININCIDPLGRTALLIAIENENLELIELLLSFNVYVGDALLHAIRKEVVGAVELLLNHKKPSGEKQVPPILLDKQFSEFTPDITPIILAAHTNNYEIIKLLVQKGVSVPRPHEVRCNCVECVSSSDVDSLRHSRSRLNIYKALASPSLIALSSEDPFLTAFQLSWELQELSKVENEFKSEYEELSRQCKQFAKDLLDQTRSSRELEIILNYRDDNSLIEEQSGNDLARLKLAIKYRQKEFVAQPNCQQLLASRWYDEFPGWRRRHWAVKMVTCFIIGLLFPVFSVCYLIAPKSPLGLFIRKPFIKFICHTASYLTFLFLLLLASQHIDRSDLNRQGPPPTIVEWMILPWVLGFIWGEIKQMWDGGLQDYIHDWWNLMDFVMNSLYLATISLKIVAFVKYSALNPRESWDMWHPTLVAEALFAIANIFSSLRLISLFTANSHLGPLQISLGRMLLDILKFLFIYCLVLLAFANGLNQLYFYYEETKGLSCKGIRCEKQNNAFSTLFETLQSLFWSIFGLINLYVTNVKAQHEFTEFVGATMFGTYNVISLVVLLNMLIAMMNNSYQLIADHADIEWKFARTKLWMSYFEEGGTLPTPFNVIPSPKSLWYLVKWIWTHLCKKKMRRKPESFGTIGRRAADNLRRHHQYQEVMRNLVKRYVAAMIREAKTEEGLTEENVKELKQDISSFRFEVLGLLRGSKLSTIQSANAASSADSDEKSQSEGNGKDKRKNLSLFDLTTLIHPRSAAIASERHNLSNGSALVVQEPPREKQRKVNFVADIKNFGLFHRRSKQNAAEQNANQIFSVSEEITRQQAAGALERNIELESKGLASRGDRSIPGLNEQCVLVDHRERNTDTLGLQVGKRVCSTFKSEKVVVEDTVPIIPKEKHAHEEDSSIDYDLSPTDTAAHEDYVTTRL
#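 Incubation: 45 min room-temperature Fluo4 loading, 110 s read / System: HEK293 cells stably co-expressing mouse TRPC4beta and mu-opioid receptor / Signal: Fluo4 fluorescence, kinetic / Control set: buffer (low) and maximal DAMGO (high) / Measure: integrated baseline-normalised fluorescence ratio, converted to per-well B score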
# KCNK3 block = human KCNK3 channel inhibition, primary screen. CHO-KCNK3 thallium flux, FluxOR fluorescence; stronger effect = lower value. AID 602410. actives 0.84% (n = 340,000). B-score at 10 µM;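 active = B-score under library mean minus 4 SD, starting fluorescence ratio at most library mean plus 5 SD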;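 note: more negative B-score means stronger inhibition of thallium flux through KCNK3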
# KCNQ1 inh = human KCNQ1 channel inhibition; CHO-K1 KCNQ1, FluxOR thallium flux fluorescence; stronger effect = higher value; B-score at 10 µM; actives 1.3% (n = 310,000);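 active = compounds whose thallium flux B-score, printed positive for inhibition, exceeds three library SD while starting fluorescence stays within three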;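 note: channel opened by potassium depolarization with thallium stimulus after 20 min compound exposure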
# TMEM16A act = activates or potentiates the mouse TMEM16A chloride channel; Q8BHY3; HEK293 TMEM16A/YFP-H148Q/I152L, iodide quench fluorescence; stronger effect = lower value; B-score at 10 µM; actives 0.3% (n = 340,000); AID 623877;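 active = fluorescence-ratio B-score plate-corrected deviation score at least 3 library SD below zero, with starting fluorescence score within 5 deviations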;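 note: channel opened by trigger with iodide after compound preincubation; score built on the fluorescence ratio of max minus min over baseline; more negative score means more quench and so TMEM16A activation or potentiation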
# TRPC4 PAM = allosteric potentiators of mouse TRPC4 channel | Q9QUQ5 | HEK293 TRPC4beta/mu-opioid, DAMGO EC20, Fluo-4 Ca2+ flux; stronger effect = higher value | B-score at 10 µM | actives 0.42% (n = 310,000) | AID 2227;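 active = B-score of calcium response area above 5 SD of library B-scores, with initial fluorescence ratio within 5 SD of library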;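 note: B-score of integrated fluorescence ratio over time as area under calcium response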
# TMEM16A inh = blocks the mouse calcium-activated chloride channel TMEM16A | Q8BHY3 | HEK293 TMEM16A/YFP iodide influx fluorescence, ionomycin | normalized B-score (activity score, 25-100; higher = stronger inhibition) at 10 µM | actives 1.2% (n = 310,000) | AID 588511;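 active = ratio plate-corrected score three or more library SD toward inhibition, starting fluorescence score within five deviations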;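 note: score derived from kinetic fluorescence span divided by baseline fluorescence per well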
# hERG protect = shields human hERG channel from block by proarrhythmic agents | activation (rescue from dofetilide block), less the hit threshold, % at 10 µM | actives 0.51% (n = 310,000) | AID 1511 | CHO-hERG, FluxOR thallium flux, dofetilide IC70 present | Q12809;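 active = activation above the mean of controls blocked by dofetilide plus 5 SD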;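 note: thallium influx through hERG after potassium depolarization seen as dye fluorescence rise; in these data hits start at about 4.7%; inactives centre near -7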
# HDAC3 inh = inhibitors of human histone deacetylase 3 | recombinant HDAC3, fluorogenic peptide/trypsin coupled, fluorescence | inhibition, % at 8.3 µM | actives 0.15% (n = 320,000) | AID 2718; in the data active = inhibition above about 26%, passing the limit was not always enough; inconclusive = no clear call, values can overlap the other calls
# * = called active by the depositor; i = inactive; ? = inconclusive; nt = not tested or not shown. These rows are one share of the data (hit frequency here may not be typical).
SMILES,KCNK9 block,Dyrk1A ADPGlo,KCNQ1 pot,TRPC4 act,KCNK3 block,KCNQ1 inh,TMEM16A act,TRPC4 PAM,TMEM16A inh,hERG protect,HDAC3 inh
NC(=O)C1CCCN(CC(O)COCc2ccc(Cl)cc2)C1 (centres undefined),i,8,i,189*,i,i,i,i,i,-2,-2
O=C(Cn1cnc2c(nnn2Cc2ccccc2)c1=O)NCc1ccco1,i,-7,i,i,i,i,i,i,i,-11,nt
CS(=O)(=O)N(CC(=O)N1CCCCCC1)c1cccc(Br)c1,i,7,i,i,i,i,i,i,i,-10,2
Cc1cccn2c(=O)c(/C=C(\C#N)C(=O)NC3CCS(=O)(=O)C3)c(N3CCC(C)CC3)nc12 (centres undefined),i,-5,i,i,i,i,i,i,i,-4,-356
CCOc1ccc(-n2c(SCC(=O)Nc3nccs3)nc3c(c2=O)SCC3)cc1,i,-6,i,i,i,i,i,i,i,-8,-2
CCOCCCNC(=O)C(C)NS(=O)(=O)c1ccc(C)cc1 (centres undefined),i,-1,i,i,i,i,i,i,i,-12,-1
COc1ccc2ccccc2c1CNCc1ccc(C)cc1,i,9,i,i,i,i,i,i,i,-4,0
COCCN(C(=O)COC(=O)c1ccccc1Oc1ccccc1)c1c(N)n(Cc2ccccc2)c(=O)[nH]c1=O,i,0,i,i,i,i,i,i,i,-13,2
COc1ccc(-c2cn3ccsc3n2)cc1,i,6,i,i,i,i,i,i,i,-4,-11
CSc1ccc(-c2cc(=O)c3ccccc3o2)cc1,i,4,i,i,i,i,i,i,i,-6,2
CC1Cc2ccccc2N1C(=O)c1ccc(N2CCCCC2)c([N+](=O)[O-])c1 (centres undefined),-11*,-4,i,i,i,i,i,i,i,-13,nt
CC(=O)c1c2c3c(c(Br)ccc3n(C)c1=O)C(=O)c1ccccc1-2,i,nt,i,i,i,i,i,i,i,-10,3
CC(=O)c1c(COC(=O)c2cccnc2)nc2ccccc2[n+]1[O-],i,-6,i,i,i,i,-8.8*,i,i,-8,2
COc1ccc(OCC(=O)Nc2c3c(nn2-c2ccc(OC)cc2)CS(=O)(=O)C3)cc1,i,4,i,i,i,i,i,i,i,0,6
COc1ccc(C(=O)N/N=C2\CCc3ccccc32)cc1OC,i,nt,i,i,i,i,i,i,i,-10,4
C=CCSC1=C(C#N)C2(CCCCC2)C(C#N)C(=O)N1 (centres undefined),i,-1,i,i,i,i,i,i,i,-13,8
CCN(CCO)c1nc(NCc2ccccc2)c2cnn(C)c2n1,i,-7,i,i,i,i,i,i,i,-6,-8
CC(=O)c1cc(F)c(N2CCCC2)cc1C,i,-4,i,i,i,i,i,i,i,-6,0
COc1ccc(-n2c(C)cc(C(=O)Cn3c(NCCO)nc4ccccc43)c2C)cc1,i,-1,i,i,i,i,i,i,i,-9,7
CCOC(=O)c1c(NC(=O)c2ccccc2C(=O)O)sc2c1CCC2,i,nt,i,i,i,i,i,i,i,-5,0
CC1CCN(CCCNC(=O)CCCNC(=O)Cn2cnc3sc4c(c3c2=O)CCCC4)CC1,i,5,i,i,i,i,i,i,i,1,5
CCC(=O)N1CCc2cc(S(=O)(=O)CCC(=O)Nc3ccc(C)cn3)ccc21,i,3,i,i,i,i,i,i,i,-7,-2
CCOC(=O)CSc1nsc(SCC(=O)OCC)c1C#N,i,5,i,i,i,i,i,i,i,-1,-2
Cc1cccc(OCC2=N/C(=C\N(C)C)C(=O)O2)c1,i,5,i,i,i,i,i,i,i,-8,-2
Cc1cc([N+](=O)[O-])ccc1-c1ccc(/C=N/NC(=O)c2ccc(Br)o2)o1,i,-12,i,i,-9.4*,i,i,i,i,-1,5
Nc1n[nH]c(N)c1N=Nc1ccccc1F,i,0,i,i,i,i,i,i,i,-9,11
CCOC(=O)NC1(Nc2ccc(C)cc2)Oc2ccccc2O1,i,2,i,i,i,i,i,i,i,2,3
Cc1ccnc(NC(=S)NC(=O)/C=C/c2ccc(Cl)cc2)c1,i,1,i,i,i,i,i,i,i,-9,-6
O=C1NC(=O)/C(=C\c2ccccc2Oc2ccc(F)c(F)c2)S1,i,9,i,i,i,i,i,i,i,-17,-2
O=S(=O)(Nc1nc2ccccc2nc1OCC(F)(F)F)c1cccs1,i,-4,i,i,i,i,i,i,25*,-13,1
CCN(CC)S(=O)(=O)c1cccc(NC(=O)C2SC(=Nc3ccc(C)cc3C)C(C(=O)NC(C)COC)=C2N)c1 (centres undefined),i,-8,i,i,i,i,nt,i,i,-7,?
Cc1cc(Cl)ccc1OCC(=O)OC(C)C(=O)NC(N)=O (centres undefined),i,6,i,i,i,i,i,i,i,-8,-15
Cc1ccc(S(=O)(=O)N(C)C)cc1NC(=S)NC(C)CCCC(C)C (centres undefined),i,5,i,i,i,i,i,i,i,6.6*,nt
O=C(Cc1ccc2ccccc2c1)Nc1ccccc1Br,i,-5,i,i,i,i,i,i,i,-8,0
COCCn1c(=O)[nH]c2cc(C(=O)NCCCN3CCN(c4ccc(F)cc4)CC3)ccc2c1=O,i,4,i,i,i,i,i,i,i,-4,0
O=C(c1ccccc1)c1sc(N2CCOCC2)nc1-c1ccccc1,i,12,i,i,i,i,i,i,i,-8,?
CC(=O)Nc1ccc(S(=O)(=O)N2CCN(S(=O)(=O)N3CCC(C)CC3)CC2)cc1,i,11,i,i,i,i,i,i,i,-1,4
COC(=O)c1c(O)cc(C(C)(C)C)n(-c2ccc(F)cc2)c1=O,i,19,i,i,i,i,i,i,i,-3,0
O=C(CSc1nc2ccccc2[nH]1)Nc1cc(C(F)(F)F)ccc1N1CCOCC1,i,8,i,i,i,i,i,i,i,-11,4
CCCCOP(=O)(c1ccc(N(C)C)cc1)C(O)c1ccccc1F (centres undefined),i,0,i,i,i,i,i,i,i,-11,-2
COc1ccccc1N1CCN(C(=O)c2ccc(NS(=O)(=O)c3ccc(C)cc3)cc2)CC1,i,2,i,i,i,i,i,i,i,-11,8
Cc1cc(C)nc(SCc2nnc(SCc3ccccc3Cl)o2)n1,-8.5*,-7,i,i,i,i,i,i,i,-12,4
Cc1cc(C(=O)OCC(=O)N2c3ccccc3NC(=O)C2(C)C)c(C)n1-c1ccccc1,i,6,i,i,i,i,i,i,i,-4,3
O=C(CCNC(=O)c1ccccc1Cl)Nc1nc2ccccc2s1,i,25,i,i,i,i,i,i,i,-9,6
O=C(NCc1nnnn1-c1ccc(F)c(F)c1)c1ccc2ccccc2c1,i,40,i,i,i,i,i,i,i,-13,-1
CNC(=O)CN(C1CCCCC1)S(=O)(=O)c1ccc(F)cc1,i,-5,i,i,i,i,i,i,i,-14,5
Fc1cc(F)cc(NC(=S)N2CCN(c3ncccn3)CC2)c1,i,-5,i,i,i,i,i,i,i,-7,-5
O=C(NCc1ccccc1Cl)c1ccccc1CCc1ccccc1,i,0,i,i,i,i,i,i,i,-15,-5
COc1c(Cl)cc(Cl)cc1C(=O)n1nc(C)cc1C,i,-4,i,i,i,i,i,i,i,-5,1
CCOc1cc(CNn2nnnc2N)ccc1OCC(=O)NC(C)(C)C,i,-8,i,i,i,i,i,i,i,-9,-4
Cc1ccc(SCC(=O)NNC(=O)c2ccccc2)c(C)c1,i,12,i,i,i,i,i,i,i,-3,3
CCc1c(C)sc(NC(=O)c2ccco2)c1C#N,i,-1,i,i,i,i,i,i,nt,-6,nt
O=Cc1ccccc1OCCOc1ccc([N+](=O)[O-])cc1,i,-1,i,i,i,i,i,i,i,-13,2
COc1cc(-c2nnc(SCC(=O)NC3CCS(=O)(=O)C3)o2)cc(OC)c1OC (centres undefined),i,nt,i,i,i,i,i,i,i,-13,0
Cc1cc(C)cc(N(CC(=O)NCc2ccc(F)cc2)C(=O)CCC(=O)Nc2ccccn2)c1,i,-2,i,i,i,i,i,i,i,-7,-10
Cc1ccc2c(COC(=O)c3ccccc3F)cc(=O)oc2c1,i,-2,i,i,i,i,i,i,i,-3,-6
CC1=NN(C(N)=S)C(=O)C1N=Nc1c(C)cc(C)cc1C (centres undefined),i,2,i,i,i,i,i,i,i,-5,-8
CC1(C)CC(NC(=O)c2ccc(-c3ccc([N+](=O)[O-])cc3)o2)CC(C)(C)N1,i,5,i,i,i,i,i,i,i,-15,-3
CCCn1c(CCNc2nc(-c3ccc(OC)cc3)cs2)nc2ccccc21,i,0,i,i,i,i,i,i,i,-11,-5
CCc1nnc(NC(=O)CSc2nccn2-c2cccc(C)c2)s1,i,5,i,i,i,i,i,i,i,-8,5

# The results go on.
SMILES,KCNK9 block,Dyrk1A ADPGlo,KCNQ1 pot,TRPC4 act,KCNK3 block,KCNQ1 inh,TMEM16A act,TRPC4 PAM,TMEM16A inh,hERG protect,HDAC3 inh
Cc1nc(C(F)(F)F)ccc1C(=O)Nc1ccccc1F,i,-76,i,i,i,i,i,i,i,-5,-4
CC(=O)C1=C(O)C(=O)OC1c1ccc(C)cc1 (centres undefined),i,0,i,i,i,i,i,i,i,-6,17
Cc1cccc(C)c1NC(=O)CNC(=O)c1ccc(NS(=O)(=O)c2ccc3[nH]c(=O)[nH]c3c2)cc1,i,3,i,i,i,i,i,i,i,-12,0
Oc1ccc2ccccc2c1C=NC12CN3CCN(CN(C3)C1)C2,i,6,i,i,i,i,i,i,i,-6,-12
CCOC(=O)C1=C(C)N(C2CCCCC2)C(=O)C1,i,3,i,i,i,i,i,i,i,-3,2
Cc1ccc(C(=O)N2CC(C(=O)O)C2)cc1,i,-1,i,i,i,i,i,i,i,-6,1
COC(=O)c1sccc1NC(=O)COc1ccc(C)cc1,i,-1,i,i,i,i,i,i,i,-6,4
COc1ccccc1CNC(=O)CCc1ccccc1,i,nt,i,i,i,i,i,i,i,-6,-6
O=CN1CC(=O)N(c2ccccc2)c2c([nH]c3ccccc23)C1,i,5,i,i,i,i,i,i,i,-7,13
CCC(=O)Nc1ccc(-c2nnc(SCc3ccc(C(=O)Nc4nccs4)cc3)n2CC)cc1,i,6,i,i,i,i,i,i,i,-3,-4
O=C(Nc1ccc(-c2nc3ccccc3o2)cc1)c1ccc2c(c1)OCO2,i,-1,i,i,i,i,i,i,i,-7,-1

# Part of the list above, showing only TMEM16A act, KCNK9 block and Dyrk1A ADPGlo.
Compound	TMEM16A act	KCNK9 block	Dyrk1A ADPGlo
Cc1cccc(OCC2=N/C(=C\N(C)C)C(=O)O2)c1	i	i	5
Cc1cc([N+](=O)[O-])ccc1-c1ccc(/C=N/NC(=O)c2ccc(Br)o2)o1	i	i	-12

# Bioassay records (PubChem)
